CBFb-RUNX1 inh = inhibitors of human CBF-beta and RUNX1 interaction | AlphaScreen CBFb-His/RUNX1-biotin binding, biochemical | Potency, µM (top dose mostly 59.8 µM), for inactives: top-dose activity, negative = inhibition, hits mostly inhibitors | 230,000 tested, under 10 active | AID 1477; note: % of control where 0% means no effect
Target sequence (Q01196 whole entry, looked up): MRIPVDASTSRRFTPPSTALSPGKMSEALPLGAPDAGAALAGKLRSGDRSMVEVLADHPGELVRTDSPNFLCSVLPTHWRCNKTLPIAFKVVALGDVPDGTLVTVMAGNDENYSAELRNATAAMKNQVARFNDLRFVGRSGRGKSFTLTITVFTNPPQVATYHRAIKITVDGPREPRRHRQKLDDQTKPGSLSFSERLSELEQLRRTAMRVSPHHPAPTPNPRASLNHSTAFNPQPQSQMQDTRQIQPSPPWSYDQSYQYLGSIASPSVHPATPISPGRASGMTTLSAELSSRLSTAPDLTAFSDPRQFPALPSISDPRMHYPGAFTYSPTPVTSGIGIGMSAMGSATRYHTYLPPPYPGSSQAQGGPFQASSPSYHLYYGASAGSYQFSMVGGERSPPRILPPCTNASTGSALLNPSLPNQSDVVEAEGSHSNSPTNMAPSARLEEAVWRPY
Target sequence (Q13951 whole entry, looked up): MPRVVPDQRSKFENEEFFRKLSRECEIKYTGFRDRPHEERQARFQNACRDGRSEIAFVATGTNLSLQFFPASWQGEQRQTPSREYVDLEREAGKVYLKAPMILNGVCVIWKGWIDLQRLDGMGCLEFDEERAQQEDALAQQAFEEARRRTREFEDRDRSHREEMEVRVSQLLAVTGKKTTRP
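CBFb-His/RUNX1-biotin, 30 nM each, preincubated 20 min RT; compound 15 min RT; Ni + streptavidin beads 50 ng each, 90 min RT; AlphaScreen read.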
Luc counter = blocks Kinase-Glo luciferase, a counter-screen artifact; Kinase-Glo luciferase, ATP luminescence, 8 min; Q27757; actives 0.28% (n = 200,000); Potency, µM (doses to about 38.3 µM), inactives show top-dose activity change, negative = inhibition, usual class: inhibitors; note: potency is the fitted concentration of half-maximal effect; % is set by controls: 0 for no effect and ±100 for the full control effect; nearly all actives have a fitted effect of over 60% in size
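Substrate mix (final 50 mM imidazole pH 7.2, 50 mM KCl, 7 mM MgCl2, 10 uM ATP, 0.01% Tween 20, 0.05% BSA) plus pin-tool compound, then Kinase-Glo detection mix; 8 min ambient, luminescence read.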
IMPase Li inh = IMPase inhibition in cells with lithium potentiation. AID 1457. actives 0.35% (n = 210,000). Potency, µM (series often up to 59.4 µM), without a hit: at the top dose activity, negative = IMPase inhibition, usual class: inhibitors. CHO-M1 cells, IP1 TR-FRET (IP-One), carbachol + lithium;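 note: IP1 builds up when IMPase is blocked and the TR-FRET signal falls; potency is the fitted concentration of half-maximal effect; plate controls were basal vehicle for no effect and high inhibitor control for full effect; nearly all actives have a fitted effect of over 50% in size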
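Lithium-sensitised IP1 accumulation assay; M1-expressing CHO cells treated 30 min at 37C with compound. Competitive antibody detection by time-resolved FRET followed a 10 min room-temperature lysis step.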
NPSR antagonist = neuropeptide S receptor (human) antagonism, cAMP; Q6W5P4; CHO-NPSR cells, cAMP TR-FRET, antagonist mode; Potency, µM (series often up to 38.3 µM), for the others: at the highest dose activity change, negative = inhibition, most hits filed as inhibitors; actives 1% (n = 220,000); AID 1461; note: potency is the fitted concentration of half-maximal effect; % is set by controls: 0 for no effect and ±100 for the full control effect; nearly all actives have a fitted effect of over 50% in size; many of its hits are not listed in these tables
Target sequence (Q6W5P4 whole entry, looked up): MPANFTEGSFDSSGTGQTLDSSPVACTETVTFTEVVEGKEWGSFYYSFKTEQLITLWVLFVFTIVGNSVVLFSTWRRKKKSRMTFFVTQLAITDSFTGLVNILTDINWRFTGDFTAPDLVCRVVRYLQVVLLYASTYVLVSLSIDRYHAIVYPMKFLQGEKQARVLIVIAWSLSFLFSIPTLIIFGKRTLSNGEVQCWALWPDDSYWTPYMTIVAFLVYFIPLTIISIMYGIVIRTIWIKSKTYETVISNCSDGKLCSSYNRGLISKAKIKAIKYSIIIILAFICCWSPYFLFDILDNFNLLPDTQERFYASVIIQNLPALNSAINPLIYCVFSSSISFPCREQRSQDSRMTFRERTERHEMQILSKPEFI
Epigenetic derep = regulators of epigenetic silencing causing reporter derepression in mouse cells; murine LDR cells, GFP reporter derepression, 30 h; AID 1865; actives 0.2% (n = 280,000); Potency, µM (series often up to 53.9 µM), for inactives: at the top dose GFP activation, usual class: activators; note: potency is the fitted concentration of half-maximal effect; % of control where 0% means no effect; nearly all actives have a fitted effect of over 60% in size
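Derepression of a silenced CMV-GFP reporter in murine LDR cells is scored by enumerating GFP-positive cells with a laser-scanning microplate cytometer after 30 hours of treatment at 37 C.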
LMNA splice mod = modulators of lamin A splicing | HeLa LMNA splicing GFP/RFP minigene ratio, 48 h | Potency, µM (doses to about 46.1 µM), for inactives: top-dose ratio change, negative = inhibition, usual class: inhibitors | actives 0.01% (n = 200,000); active = well fitted inhibition curve with a large enough effect in the signal ratio, with a control signal flat, not every such curve was filed as active; inconclusive = small, poorly fitted or top-dose-only effect, or effect the other way, or a change in a side signal; the % refers to the signal ratio; note: potency is the fitted concentration of half-maximal effect; % is set by controls: 0 for no effect and ±100 for the full control effect
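S3 HeLa stable clones carrying a lamin A-EGFP splicing minigene plus DsRed2 were seeded at 600 cells/well in Opti-MEM with 2% FBS, pin-dosed and incubated 48 h at 37°C. Acumen cytometry (488 nm) gave the GFP/RFP total-intensity ratio.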
HttQ103 aggreg = inhibitors of mutant huntingtin aggregate formation in PC12 cells | actives 1.1% (n = 220,000) | PC12 HttQ103-GFP aggregates, Acumen cytometry, 40 h | Potency, µM (highest dose often 46.1 µM), for the others: top-dose activity change, negative = inhibition, most hits filed as inhibitors | AID 1688; note: potency is the fitted concentration of half-maximal effect; % is set by controls: 0 for no effect and ±100 for the full control effect; nearly all actives have a fitted effect of over 60% in size
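Multiplexed with ATP-based cell death, this channel scores GFP aggregates in PC12 cells expressing inducible HTTex1-Q103-GFP. Induction used 100 nM tebufenozide; compounds were tested in concentration series.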
The depositor's hits bear a star; ? = inconclusive; nt = no result given; [ ] = remark or other dose. Unless noted, calls come from the whole dose curve; as a rule, active = well fitted curve in the direction sought with a large enough effect; inconclusive = small, poorly fitted or top-dose-only effect, or another doubt; inactive = no such curve, though single readings can be large; an effect the other way counts as inactive or inconclusive. These rows are one share of the data (hit frequency here may not be typical).

SMILES | CBFb-RUNX1 inh | Luc counter | IMPase Li inh | NPSR antagonist | Epigenetic derep | LMNA splice mod | HttQ103 aggreg
CN(C)c1ccc(C(=S)N2CCCCC2)cc1Br | -5.5% | 1.3% | 7.3% | -17.9% | -1.2% | -11.9%[46 µM] | -0.7%
C=CCOC(=O)N[C@H](c1ccccc1)C(C(C)=O)C(C)=O | 7.1% | 4.6% | 13.6% | nt | -1.1% | nt | nt
Cc1cc(C)nc(NS(=O)(=O)c2ccc(N/C=C3\CCCC3=O)cc2)n1 | 1.5% | 1.2% | 5.1% | -10.1%[46.1 µM] | 0.0% | 2.9% | -3.6%
O=C1CC(c2ccc(F)cc2)CC(O)=C1C1NCCc2ccccc21 (configuration not stated) | 2.8% | -3.9% | -4.3%[38.3 µM] | -5.6%[46.1 µM] | -1.1% | 9.9% | 12.9%
O=C(/C=C/c1ccc(Cl)cc1Cl)NC(=S)Nc1ccc(CN2CCOCC2)cc1 | 18.4% | 4.2% | -0.1% | ? | 1.5% | ? | -19.2%
O=C(OCC#CCSc1nnc(-c2ccc([N+](=O)[O-])cc2)o1)c1cccs1 | ? | -2.2% | 41.4%[activator][38.3 µM] | -22.2%[46.1 µM] | 0.0% | -0.2% | 6.2%
COc1ccc(F)c(C2C(C#N)=C(N)Oc3n[nH]c(C(C)(C)C)c32)c1 (configuration not stated) | -2.5% | 19.0% | 14.4%[38.3 µM] | ? | 0.9% | 5.4% | 12.8%
Cn1ccc(=S)c2ccccc21 | -0.8% | 3.4% | ? | 32.4% | 7.0% | -7.2%[9.22 µM] | 14.4%
O=C(COc1ccc(Cl)cc1Cl)Nc1nc2n(n1)C(c1ccccc1)CC(=O)N2 (configuration not stated) | -2.7% | 1.6% | 7.0%[38.3 µM] | -1.1%[46.1 µM] | -6.3% | 8.9% | 17.8%
CC(C)c1ccc(-c2nc(N3CCCCCC3)nc3n[nH]c(N)c23)cc1 | 0.3% | -2.8% | 29.0%[38.3 µM] | ? | 4.8% | -1.9% | 15.1%
COc1ccc(-n2c(=S)[nH]c3ccccc32)cc1 | -1.6% | 4.7% | -6.6%[38.3 µM] | -16.4%[46.1 µM] | -3.6% | 5.1% | -8.0%[9.22 µM]
CCOc1ccc(NC(=S)N(CCc2c(C)[nH]c3ccc(C)cc23)Cc2cccnc2)cc1 | 10.0%[2.36 µM] | 11.2% | 14.6% | -27.9% | -3.1% | ? | 20.1%
CCN1CCCC1CNC(=O)Cn1cccc1C(=O)c1ccccc1C (configuration not stated) | 2.3% | -3.8% | -1.8%[38.3 µM] | -0.5%[46.1 µM] | 8.2% | 8.2% | 18.5%
COC(=O)Nc1nnc(-c2ccncc2)s1 | 6.7% | -12.6% | -6.7%[38.3 µM] | 2.9%[46.1 µM] | -9.5% | -10.0% | -12.1%
CC(=O)Nc1ccc(Nc2cc(C)nc3c(-c4ccc(Cl)cc4)c(C)nn23)cc1 | 3.3% | 4.6% | 2.0% | -30.6% | 0.0% | 1.0% | -11.8%

Fetched one by one from the entries so far:
SMILES | CBFb-RUNX1 inh | Luc counter | IMPase Li inh | NPSR antagonist | Epigenetic derep | LMNA splice mod | HttQ103 aggreg
O=C(/C=C/c1ccc(Cl)cc1Cl)NC(=S)Nc1ccc(CN2CCOCC2)cc1 | 18.4% | 4.2% | -0.1% | ? | 1.5% | ? | -19.2%
COc1ccc(-n2c(=S)[nH]c3ccccc32)cc1 | -1.6% | 4.7% | -6.6%[38.3 µM] | -16.4%[46.1 µM] | -3.6% | 5.1% | -8.0%[9.22 µM]
CN(C)c1ccc(C(=S)N2CCCCC2)cc1Br | -5.5% | 1.3% | 7.3% | -17.9% | -1.2% | -11.9%[46 µM] | -0.7%
Cc1cc(C)nc(NS(=O)(=O)c2ccc(N/C=C3\CCCC3=O)cc2)n1 | 1.5% | 1.2% | 5.1% | -10.1%[46.1 µM] | 0.0% | 2.9% | -3.6%
CC(=O)Nc1ccc(Nc2cc(C)nc3c(-c4ccc(Cl)cc4)c(C)nn23)cc1 | 3.3% | 4.6% | 2.0% | -30.6% | 0.0% | 1.0% | -11.8%

Further results follow:
SMILES | CBFb-RUNX1 inh | Luc counter | IMPase Li inh | NPSR antagonist | Epigenetic derep | LMNA splice mod | HttQ103 aggreg
Cn1ccc(=NC=C(C#N)C#N)c2ccccc21 | 5.7% | 2.3% | -4.2% | -6.4% | -4.1% | -17.7%[46 µM] | -26.0%
N#C/C(=C/c1ccc(N2CCCCCC2)o1)c1ccc(Cl)cc1 | -4.9% | -2.9% | 19.9%[38.3 µM] | 10µM* | 7.08µM* | ? | -30.8%
Cc1ccc(NC(=O)CSc2nnc(CNC(=O)c3cccs3)o2)cc1 | 5.2% | 1.8% | -1.3% | 6.3% | -0.6% | nt | -8.2%
Clc1cncc(Cl)c1NNc1c2ccccc2nc2ccccc12 | 1.8% | -0.2% | 5.1% | -18.4% | -1.0% | -7.5% | -25.9%
Cc1ccc(Oc2ncccc2CO)cc1 | 7.8% | 4.8% | 8.7% | 11.6% | -0.1% | 2.6%[9.22 µM] | 9.2%
CCOC(=O)n1c(=O)[nH]c2ccc(Br)cc21 | -3.7% | -1.4% | -1.5% | 4.6% | -1.4% | ? | -3.2%
O=Nc1c(O)[nH]c2ccc(Cl)cc12 | 0.5% | -2.2% | -20.7% | -5.7% | -0.7%[10.1 µM] | nt | -20.9%[9.22 µM]
Cc1cc(O)c(C2=Nc3ccccc3SC(c3ccc(Cl)cc3)C2)c(=O)o1 (configuration not stated) | -7.2% | -4.9% | 6.3% | -6.9% | 0.0% | ? | 6.9%
COC(=O)c1ccc(Cn2cc(Cl)cn2)o1 | -1.3% | nt | nt | -24.7% | -0.2% | nt | 2.5%[9.22 µM]
COc1ccc(C2C(C(=O)c3cc4cccc(OC)c4o3)=C(O)C(=O)N2CCCN(C)C)cc1OC (configuration not stated) | 3.4% | -0.8% | 12.6%[38.3 µM] | 9.1%[46.1 µM] | -3.0% | 5.3% | 9.2%
CC1CC(C)CN(S(=O)(=O)c2ccc3c(c2)oc(=O)n3CC(=O)N2CCOCC2)C1 (configuration not stated) | -3.9% | -0.3% | 2.8%[38.3 µM] | 1.5%[46.1 µM] | 0.0% | -0.1% | 5.6%
CCCCNC(=S)N1CCn2cccc2C1c1ccc(F)cc1 (configuration not stated) | 6.5% | 1.2% | 18.7% | -52.3% | -0.1% | nt | ?
COC(=O)c1sc2ccccc2c1NC(=O)c1ccc(S(=O)(=O)N2CCC(C)CC2)cc1 | 8.6% | 3.5% | 2.6% | -4.6% | -1.0% | -6.0% | 9.4%
CCOc1ccc2c(c1)OC(c1ccccc1)(C(F)(F)F)NC2=O (configuration not stated) | 1.4% | -0.8% | -1.9% | 4.6% | 0.0% | 2.4% | -3.2%
O=C(CCc1nc2ccccc2c(=O)[nH]1)OCC(=O)c1cccc(Cl)c1 | -21.2% | -4.4% | -3.6% | 1.1% | -1.5% | -8.2% | -4.0%
COc1ccc(OC)c2c(C)c(C)[nH]c12 | nt | nt | nt | -13.6% | ? | nt | -36.3%[9.22 µM]
Cc1cccc(-c2nc3ccccc3c(=O)n2NC(=S)N(C)C)c1 | -9.2% | -2.6% | 2.8% | 6.1% | 2.0% | -3.8% | 16.9%
O=C(NC(=S)Nc1cccc2c(O)cccc12)c1cccc(Br)c1 | ? | nt | nt | 26.5% | 3.1% | nt | -1.8%[9.22 µM]
O=[N+]([O-])c1ccc(N2CCCCC2)cc1NCCOc1ccccc1 | -6.5% | -1.6% | 8.3% | -19.1% | 6.6% | 2.2% | -22.4%
Cn1cc(Cl)nc1C(O)c1ccccc1 (configuration not stated) | 13.7% | 0.0% | -2.8% | 1.3%[46.1 µM] | 1.1% | -1.8% | 14.1%
CN(C)c1ccc(/C=C/C(=O)c2cccnc2)cc1 | 5.7% | nt | nt | -37.3% | 5.3% | nt | 9.9%[9.22 µM]
Cc1ccc(S(=O)(=O)NNC(=S)Nc2ccccc2)cc1 | 0.3% | -2.4% | 19.9%[38.3 µM] | -2.2%[46.1 µM] | -1.0% | 8.5% | 31.6%
CCOC(=O)CN=C(NS(=O)(=O)c1ccc(Cl)cc1)c1ccccc1 | 2.6% | -3.4% | -1.2% | -5.6% | 4.4% | 9.1%[46 µM] | 0.6%[9.22 µM]
C=C(C)C(=O)OCC(=O)NCc1ccccc1 | 2.5% | -0.7% | -3.9% | 13.6% | 3.4% | nt | -17.6%
CN(C)S(=O)(=O)c1ccc(C(=O)N(c2ccccn2)c2ccccn2)cc1 | -12.8% | 0.4% | -14.0%[38.3 µM] | -9.5%[46.1 µM] | -0.7% | -2.2% | -2.9%
CC1(C)CC(=O)C2=C(C1)Oc1ncn(CCCO)c(=N)c1C2c1ccccc1 (configuration not stated) | 9.6% | -8.5% | -26.6%[38.3 µM] | -2.5%[46.1 µM] | 0.8% | -6.9% | -9.6%
Cc1oc(-c2ccc(Cl)cc2)nc1CS(=O)CC(=O)NCCCN(C)C1CCCCC1 (configuration not stated) | 4.6% | -3.9% | -0.7%[38.3 µM] | -0.7%[46.1 µM] | -0.7% | 0.4% | -24.4%
COC(=O)c1cc(C#N)c(SCc2ccccc2)nc1C | ? | -1.3% | 7.5%[38.3 µM] | -17.8%[46.1 µM] | -1.5% | 15.8% | -8.0%
CCOC(=O)Cn1c(=O)n(Cc2ccco2)c(=O)c2ccc(C(=O)NCCc3ccccc3)cc21 | -9.1% | -4.0% | 15.4%[38.3 µM] | ? | 0.0% | 9.1% | -7.0%
CCCCCCCCCCOC(=O)C[N+](C)(C)CC1CCCCC1O (configuration not stated) | 16.7% | -1.5% | 14.2% | -22.7% | -1.6% | -8.5%[46 µM] | 12.5%
NC(=O)Cn1cnc(-c2ccccc2)c1 | 0.8% | -3.3% | -2.0%[38.3 µM] | 4.0%[46.1 µM] | 0.0% | 2.3% | 17.4%
COC(=O)/C(=C(/F)Sc1cc(C)c(O)c(C)c1)C(F)(F)F | 1.3% | -5.0% | 20.8%[38.3 µM] | -21.5%[46.1 µM] | 0.9% | 0.0% | 14.3%
O=C(NNC1OC(CO)C(O)C(O)C1O)c1cccc(Br)c1 (configuration not stated) | 5.0% | -0.3% | -4.9% | 21.9% | 1.1% | ? | -14.2%
N#C/C(=C\C=C\c1ccccc1)C(=O)NCc1ccco1 | -1.0% | -0.5% | 9.7% | -39.0% | 0.0% | ? | nt
O=[N+]([O-])c1cccc(/C([O-])=C(/C(=S)Nc2ccccc2F)[n+]2ccccc2)c1 | -6.2% | nt | 8.1% | 21.2% | -1.2% | nt | -14.1%[9.22 µM]
